SIAH1 antagonists = blockers of Siah-1 interaction with plectin peptide – biochemical, fluorescence polarization, rhodamine-plectin, uHTS, primary screen (AID 1817) | Siah-1 / rhodamine-plectin peptide fluorescence polarization; higher % means a stronger effect | displacement, % at 20 µM; hits with a dose series show IC50 in µM | actives 0.02% (n = 290,000);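 active means displacement of at least 50% at 20 µM, with a fluorescence ratio check between 0.3 and a set limit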;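 further: plate controls were Siah plus tracer with DMSO for no effect and tracer alone without Siah for full effect; strong numbers were not always called active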
Hep lipid drop = modulators of hepatic lipid droplet formation; actives 0.4% (n = 240,000); AID 1656; AML12 mouse hepatocytes, oleate lipid droplets, BODIPY imaging; inhibition, % at 6.5 µM;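 active means lipid droplet intensity inhibited by at least 50%, with more than 500 cells counted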
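Material – mouse AML12 hepatocyte cell line, fixed after treatment · Compound dosing – one dose, 6.5 µM compound · Times – compound with oleate, overnight · Measured by – Image-based BODIPY and DAPI two-channel analysis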
K1F lysis inhibition = inhibition of K1F phage lysis, E. coli UTI89, bacterial capsule biogenesis inhibitors, alamar blue (AID 488966) | actives 0.02% (n = 340,000) | E. coli UTI89 K1F phage lysis, alamar blue, 2 h; higher % means a stronger effect | one-dose inhibition, % at 100 µM; IC50 in µM for titrated hits;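 active means phage lysis inhibition, versus mean bacterial control, above a set limit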;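 further: capsule biogenesis inhibitors block K1F phage lysis so surviving cells raise fluorescence; higher fluorescence means more inhibition of phage lysis; actives were called in the ten point dose series up to 300 µM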
Hep lipid drop cells 6.5 µM = also measured in Hep lipid drop; calls as there; cell count; measured here: cell count, cytotoxicity flag;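 cells counted across two imaged fields per well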
* marks the source's active call; other numbers are inactive results; [ ] = remark or other dose.

SMILES	SIAH1 antagonists	Hep lipid drop	Hep lipid drop cells 6.5 µM	K1F lysis inhibition
CCC(C(=O)NC(C)(C)C)N(Cc1ccccc1Cl)C(=O)c1snc(C(N)=O)c1N (stereo not given)	-2%	-39	749	0.2%
CC(=O)Oc1ccc(C(=O)Nc2cccc(C(=O)Nc3ccccc3C(=O)O)c2)cc1	3%	-5	806	2.0%[50 µM]
CCc1nc2ccc(C(=O)NCCc3ccco3)cc2nc1CC	1%	-31	776	-0.1%
Cc1ccc(CNC(=O)CN(C(=O)C2(C)CC(=O)N=C3C=CC=CN32)c2cc(C)ccc2C)cc1 (stereo not given)	10%	-17	758	0.2%
CC1(C)Cc2c(cnn2-c2ccc(F)cc2)C(NC(=O)C2CCC2)C1 (stereo not given)	-2%	-9	498	-0.1%
CCCNC(=O)c1onc(CSc2nc3ccccc3[nH]2)c1C(=O)NCCC	1%	25	786	1.7%
CCC(C)n1c(=O)c2sccc2n2c(CCCC(=O)N3CCC(C(N)=O)CC3)nnc12 (stereo not given)	-6%	-1	730	0.1%
COc1ccc(CCN2CC(C(=O)NCc3cnn(C(C)C)c3)CCC2=O)cc1 (stereo not given)	-2%	-2	814	0.1%
COc1ccc(-c2cc3ccc(OCC(N)=O)cc3oc2=O)cc1OC	-1%	2	729	0.2%
CC(=O)N1c2ccc(S(=O)(=O)N(C)CC(=O)NCc3ccc(C)cc3)cc2CC1C (stereo not given)	-5%	-13	721	0.0%
O=C(CN1CCN(S(=O)(=O)c2ccc(F)cc2)CC1)NC1CCCC1	-1%	11	710	1.1%[50 µM]
Cc1c(C(C)NC(=O)c2ccc3nc(Cc4ccccc4F)oc3c2)cnn1C (stereo not given)	2%	24	732	0.2%
COc1ccc(NC(=O)CCc2nnc3ccc(N4CCC5(CC4)OCCO5)nn23)cc1	-3%	-12	795	0.2%
CSCC(=O)NC1CCCN(C2Cc3ccccc3C2)C1 (stereo not given)	1%	2	806	0.1%
Cc1ccc(C)c(N2CCN(C(=O)CCC(=O)Nc3nnc(C(F)(F)F)s3)CC2)c1	3%	-5	640	0.1%
O=S(=O)(Nc1ccccc1Cl)c1cccc2nsnc12	13%	-9	776	-0.4%
CCOC(=O)C1CCN(C(=O)CN(c2cc(Cl)ccc2OC)S(=O)(=O)c2ccccc2)CC1	2%	-10	755	0.0%
Cc1cc(NC(=O)CCN2CCN(C)CC2)ccc1Br	-1%	1	785	-0.5%
COc1ccc(OC)c(NC(=O)c2cc(-c3c(C)cc(C)cc3O)n[nH]2)c1	1%	-4	827	-0.1%
Cc1cc(=O)oc2c(C)c(OCC(=O)NCCN3CCOCC3)ccc12	-1%	4	657	0.4%
COc1ccccc1N1CCN(C(=O)c2cc3cc(Cl)ccc3[nH]2)CC1	0%	-6	826	0.1%
O=C(CN1CCN(S(=O)(=O)N2CCOCC2)CC1)Nc1cc(Cl)ccc1Cl	12%	-9	803	0.0%
COc1ccc(NC(=O)CCN2CCN(c3ccc(F)cc3)CC2)cc1	9%	11	841	0.1%
CCCCc1cn(C[C@H]2CC[C@@H]([C@@H]3CC[C@H](Cn4cc(CCCC)nn4)O3)O2)nn1	4%	-18	793	1.2%
CCCC(NC(=O)CCc1c(C)c2cc3c4c(oc3c(C)c2oc1=O)CCCC4)C(=O)O (stereo not given)	4%	-3	805	-0.8%[50 µM]
CC(=O)Nc1ccc(S(=O)(=O)N2CCC(C(=O)c3ccc(Cl)cc3)CC2)cc1	5%	-7	738	-0.2%
Cc1cccc(OCC(=O)Nc2nccs2)c1C	-2%	7	829	4.5%[50 µM]
Cc1c(C(=O)N2CCCCC2)c(S(=O)(=O)NCc2ccc(N(C)C)cc2)c(C)n1C	2%	-3	741	0.2%
CNC(=O)NC(=O)C(OC(=O)CCNS(=O)(=O)c1ccccc1)c1ccccc1 (stereo not given)	4%	0	834	0.0%[50 µM]
COc1ccc(CC(NC(C)=O)C(=O)NC2CCN(C(=O)Nc3ccccc3C)CC2)cc1OC (stereo not given)	6%	0	809	0.3%
CC/C(C)=N/Nc1nc2c(c(=O)[nH]c(=O)n2C)n1Cc1ccccc1	5%	-8	806	-0.1%
CC(=O)Nc1ccc(NC(=O)c2c([N+](=O)[O-])cnn2C)cc1	-7%	-1	810	-3.4%
C=CCN1CCN(C(=O)c2cc3c(s2)CCC(CC)C3)CC1 (stereo not given)	-6%	9	865	0.4%
CN(C)S(=O)(=O)N1CCC(Oc2ccc(C(=O)N3C[C@H]4CC[C@H]3C4)cc2)CC1	0%	8	701	-0.1%
COc1cc(S(=O)(=O)NCc2ccc3c(c2)OCO3)c(OC)cc1C	-5%	-15	804	-0.1%
COc1ccccc1N(CC(=O)NC1CCCC1)C(=O)C1(C)CC(=O)N=C2C=CC(C)=CN21 (stereo not given)	1%	-36	806	0.7%
Cc1c2cnn(CC(=O)NCCCN3CCCCC3)c(=O)c2c(C)n1Cc1ccccc1	18%	-1	736	-0.1%
CCOc1ccc(C(C(=O)NC2CCCC2)N(C(=O)c2snc(C(N)=O)c2N)c2cccc(O)c2)cc1 (stereo not given)	-4%	-1	791	-0.5%
Cn1ccnc1SCc1cccc([N+](=O)[O-])c1	0%	-14	636	-0.6%
O=[N+]([O-])c1cc([N+](=O)[O-])c(Oc2cc(Cl)ccc2Cl)cc1NC1CCCCCCC1	-4%	20	761	-0.6%

An excerpt from above in order of number of heavy atoms, ascending:
SMILES	SIAH1 antagonists	Hep lipid drop	Hep lipid drop cells 6.5 µM	K1F lysis inhibition
C=CCN1CCN(C(=O)c2cc3c(s2)CCC(CC)C3)CC1 (stereo not given)	-6%	9	865	0.4%
O=C(CN1CCN(S(=O)(=O)N2CCOCC2)CC1)Nc1cc(Cl)ccc1Cl	12%	-9	803	0.0%
CN(C)S(=O)(=O)N1CCC(Oc2ccc(C(=O)N3C[C@H]4CC[C@H]3C4)cc2)CC1	0%	8	701	-0.1%
CCCC(NC(=O)CCc1c(C)c2cc3c4c(oc3c(C)c2oc1=O)CCCC4)C(=O)O (stereo not given)	4%	-3	805	-0.8%[50 µM]

Continuation:
SMILES	SIAH1 antagonists	Hep lipid drop	Hep lipid drop cells 6.5 µM	K1F lysis inhibition
O=C(Cn1cnc(S(=O)(=O)N2CCOCC2)c1)Nc1ccc(OC(F)(F)F)cc1	5%	8	702	0.0%
CC(Oc1ccc(Br)cc1)C(=O)Nc1nc(-c2ccccn2)cs1 (stereo not given)	-8%	-32	809	0.3%
CC(=O)Nc1nnc(SCC(=O)NC2CC2)s1	12%	-4	733	0.2%
O=C1CCC(C(=O)Nc2ccc(Cl)cc2)N1 (stereo not given)	5%	-2	811	0.3%
CC(C)CC(O)(c1ccccc1)C(CN1CCOCC1)c1ccccc1 (stereo not given)	1%	-5	790	0.0%[50 µM]
CC1Sc2ccc(S(=O)(=O)CCC(=O)N3CCCC3)cc2NC1=O (stereo not given)	6%	0	746	0.1%
COc1ccc(/C=C/CN2CCC(Oc3ccc(C(=O)N4CCCCC4)cc3)CC2)cc1	-4%	-1	778	0.2%
CCOc1ccc(CNC(=O)C2Cc3cc(S(=O)(=O)N4CCCCC4)ccc3N2C(C)=O)cc1 (stereo not given)	-4%	1	706	-0.2%
O=C(Nc1cc(S(=O)(=O)N2CCCCC2)ccc1N1CCCCC1)c1ccncc1	6%	0	669	0.2%
Cc1cc(C2(O)C(=O)Nc3ccccc32)ccc1F (stereo not given)	2%	5	869	0.0%
COCCOc1ccc(C(F)(F)F)cc1NC(=O)COC(=O)c1cc([N+](=O)[O-])ccc1N1CCOCC1	0%	17	885	1.1%[50 µM]
O=C(NNC(=O)c1ccccc1OCc1ccc(F)cc1)c1ccccc1O	1%	-17	615	-0.1%
O=C(NCc1ccc(Cl)cc1)C(=O)c1cn(CC(=O)N2CCOCC2)c2ccccc12	-1%	13	662	-0.2%
C=CCN(CC=C)Cc1c(O)ccc2c(=O)c(-c3ccccc3)coc12	5%	-5	809	0.3%
COC(=O)c1ccc(Cl)c(NC(=O)CSc2nnc(-c3ccncc3)o2)c1	-2%	-2	891	-0.1%
Cc1ccc2sc(NC(=O)C3CC3)nc2c1C	2%	4	789	0.2%
N#C/C(=C\c1cc2c(cc1Br)OCO2)c1ccc(C(=O)O)cc1	-4%	-5	763	0.0%
Cc1ccc(/C=N/NC(=O)c2cc3c(ccc4ccccc43)o2)o1	0%	-6	843	0.1%
C=CCNC(=S)N1CCC(C(=O)c2ccc(Cl)cc2)CC1	-1%	8	837	-0.2%
O=C(CN1CCN(C(=O)c2ccco2)CC1)Nc1ccc(F)cc1F	1%	11	713	0.0%
CN1CCN(CCCNC(=O)c2ccc(NC(=O)C3=CSCCO3)cc2)CC1	-2%	5	741	-0.2%
COc1cc(C(=O)N/N=C/c2cn(Cc3ccccc3)c3ccccc23)ccc1O	-10%	-40	829	0.1%[50 µM]
Cn1ncc([N+](=O)[O-])c1C(=O)N1CCCCCC1	1%	-10	839	-0.3%
Cc1ccc(NC(=O)CSc2n[nH]c(-c3ccncc3)n2)c(C)c1	-1%	-14	764	0.4%
CCOc1ccc(NS(=O)(=O)c2ccc(NC(=O)C3CC3)cc2)cc1	-9%	-56	656	-0.3%[50 µM]
CCCCN(C(=O)c1ccc(C#N)cc1)c1c(N)n(CCC)c(=O)[nH]c1=O	1%	3	845	0.6%
CN(C(=O)c1cccc(C#CC(C)(C)O)c1)C1CCCN(Cc2ccccc2F)C1 (stereo not given)	5%	-7	801	-0.1%
Cc1cc2oc(=O)cc(CN(C)Cc3cccc(F)c3)c2cc1C	-2%	-7	845	0.1%
COc1ccc(CC(=O)NCc2cccc(CNC(=O)Cc3ccc(OC)c(OC)c3)c2)cc1OC	4%	2	827	0.1%
CCOC(=O)C(=O)C1=CN(Cc2ccccc2)C=C(C#N)C1	2%	8	851	-0.2%
Cc1ccc(CNC(=O)C2CCCN(S(=O)(=O)c3ccc(F)cc3)C2)cc1 (stereo not given)	-6%	9	596	0.0%
O=C(Cc1ccccc1Cl)NCc1cccnc1	-7%	-5	804	6.8%
Cc1ccc(NC(=O)Nc2cccc3ccccc23)cc1	1%	-3	736	0.1%
COc1cc(C(=O)N/N=C/c2ccc(OC(=O)c3ccccc3Cl)c(OC)c2)ccc1O	-1%	-5	845	35%[50 µM]
CC1=N/C(=C/c2cc(Br)cc(Br)c2O)C(=O)O1	-3%	23	818	2.1%
COc1cccc(C(=O)N2CCCN(C)CC2)c1OC	16%	0	784	0.5%
CCOc1ccsc1C(=O)NNC(=O)c1ccco1	-4%	-1	805	0.7%[50 µM]
COC(=O)Cn1cnc2scc(-c3ccc(C)c(C)c3)c2c1=O	0%	0	892	-0.3%
Cc1ncoc1C(=O)N1CCCC(N2CCN(c3ccccc3F)CC2)C1 (stereo not given)	-4%	21	682	0.0%
Cn1c(=O)oc2cc(S(=O)(=O)N3CCC(C(=O)NCc4ccccc4Cl)CC3)ccc21	1%	-10	757	0.4%

Only Hep lipid drop, for two of the compounds above:
Compound	Hep lipid drop
O=C(NCc1ccc(Cl)cc1)C(=O)c1cn(CC(=O)N2CCOCC2)c2ccccc12	13
C=CCN(CC=C)Cc1c(O)ccc2c(=O)c(-c3ccccc3)coc12	-5

In the list so far, these contain a nitro group on carbon:
SMILES	SIAH1 antagonists	Hep lipid drop	Hep lipid drop cells 6.5 µM	K1F lysis inhibition
CC(=O)Nc1ccc(NC(=O)c2c([N+](=O)[O-])cnn2C)cc1	-7%	-1	810	-3.4%
Cn1ccnc1SCc1cccc([N+](=O)[O-])c1	0%	-14	636	-0.6%
O=[N+]([O-])c1cc([N+](=O)[O-])c(Oc2cc(Cl)ccc2Cl)cc1NC1CCCCCCC1	-4%	20	761	-0.6%
COCCOc1ccc(C(F)(F)F)cc1NC(=O)COC(=O)c1cc([N+](=O)[O-])ccc1N1CCOCC1	0%	17	885	1.1%[50 µM]
Cn1ncc([N+](=O)[O-])c1C(=O)N1CCCCCC1	1%	-10	839	-0.3%

The results go on.
SMILES	SIAH1 antagonists	Hep lipid drop	Hep lipid drop cells 6.5 µM	K1F lysis inhibition
CC1(c2ccccc2)NC(=O)N(CC(=O)Nc2ccc(Cl)c(S(=O)(=O)N3CCCCC3)c2)C1=O (stereo not given)	-3%	-2	701	0.3%
N#Cc1ccccc1CSc1ncccc1C(=O)O	1%	11	757	0.2%
COC(=O)[C@H](Cc1c[nH]c2ccccc12)NC(=O)CCCc1c[nH]c2ccccc12	3%	60*	777*	-0.3%
COc1cc(C(=O)NNC(=O)C2CC2)cc(OC)c1OC	2%	-6	706	0.2%
CC(=O)Nc1ccc(NC(=O)C2CCCN(S(=O)(=O)c3ccc(-n4cnnn4)cc3)C2)cc1 (stereo not given)	12%	0	720	-0.9%
O=C(Nn1cnnc1)c1ccccc1F	-1%	3	783	0.2%
Nc1cccc(C(=O)NCCNC(=O)c2cccc(N)c2)c1	2%	-5	817	0.0%
O=C(Nc1cccc(C(F)(F)F)c1)c1cccc(NS(=O)(=O)c2ccc(O)c(C(=O)O)c2)c1	10%	0	854	0.2%
CCOc1ccc(CN2CCCC(CO)(Cc3ccccc3F)C2)cc1 (stereo not given)	1%	-2	798	0.4%
COc1ccc(-c2nc(CS(=O)(=O)CC(=O)NCc3ccccc3Br)c(C)o2)cc1	-4%	-7	697	4.5%
CS(=O)(=O)c1ccc2nc(NC(=O)CN3C(=O)NC4(CCCC4)C3=O)sc2c1	-3%	8	820	0.4%
Cc1ccc(C)c(OCCCN2CCc3ccccc3C2)c1	4%	1	811	0.2%

Bioassay records as filed in PubChem BioAssay.

This is a subset; count on the stated rates, not on these rows.
